# Assay outcomes from PubChem.
# GPR7 antagonist – blocks human GPR7 receptor signaling. P48145. GPR7-expressing cells, fluorescence antagonist assay. inhibition, % at 4.4 µM. hit rate 1.1% among 290,000. AID 1861; in the data active means inhibition above about 16%, passing the limit was not always enough;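 further: cells stimulated with the agonist NPW; 0% = agonist with vehicle and 100% = vehicle without agonist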
# Target sequence (P48145 whole entry, looked up): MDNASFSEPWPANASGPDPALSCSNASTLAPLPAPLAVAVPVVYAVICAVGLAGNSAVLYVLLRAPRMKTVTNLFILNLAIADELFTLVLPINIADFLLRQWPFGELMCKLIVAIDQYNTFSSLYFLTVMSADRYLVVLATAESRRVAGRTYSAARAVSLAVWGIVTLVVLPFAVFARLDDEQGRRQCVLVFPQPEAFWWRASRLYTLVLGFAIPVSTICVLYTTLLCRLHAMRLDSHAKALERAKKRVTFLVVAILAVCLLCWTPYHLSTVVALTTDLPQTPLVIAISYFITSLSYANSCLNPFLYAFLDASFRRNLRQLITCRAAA
# GalR3 antagonist – blocks the human galanin receptor 3; inhibition, % at 3 µM; O60755; hit rate 0.44% among 360,000; HEK293 GalR3-CNG cAMP membrane potential fluorescence; galR3 body fused to GalR1 C-terminus;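 active means inhibition above the screen-wide average plus 3 SD, cut at about 13% in these data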;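 further: forskolin and galanin both at EC90 stimulate the cells; cAMP rise reported by CNG channel membrane potential dye signal; 0% = forskolin plus galanin with DMSO and 100% = forskolin alone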
# MEKK2mut PB1 HTS – signal of MEK5 binding to mutant human MEKK2 PB1 domain; bead flow cytometry, Alexa488-MEK5 binding to MEKK2 mutant; percent response, % at 10 µM; hit rate 0.35% among 290,000; AID 1530; in the data active means percent response above about 24%, passing the limit was not always enough; further: inactives centre near 1; some results filed as inactive read as strong as hits; reference of the scale not given here
# V1aR counter – V1a receptor agonism, counter-screen for OXTR agonists; hit rate 0.25% among 320,000; P37288; CHO-V1R cells, Fluo-8 calcium fluorescence, agonist mode; 0% DMSO, 100% 3 nM vasopressin; activation, % at 3 µM;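 active means activation above the mean activation of all tested compounds plus 3 SD, per screening run, cut at about 20% in these data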;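 further: signal is peak over basal fluorescence ratio across a 100 second FLIPR read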
# Target sequence (P37288 whole entry, looked up): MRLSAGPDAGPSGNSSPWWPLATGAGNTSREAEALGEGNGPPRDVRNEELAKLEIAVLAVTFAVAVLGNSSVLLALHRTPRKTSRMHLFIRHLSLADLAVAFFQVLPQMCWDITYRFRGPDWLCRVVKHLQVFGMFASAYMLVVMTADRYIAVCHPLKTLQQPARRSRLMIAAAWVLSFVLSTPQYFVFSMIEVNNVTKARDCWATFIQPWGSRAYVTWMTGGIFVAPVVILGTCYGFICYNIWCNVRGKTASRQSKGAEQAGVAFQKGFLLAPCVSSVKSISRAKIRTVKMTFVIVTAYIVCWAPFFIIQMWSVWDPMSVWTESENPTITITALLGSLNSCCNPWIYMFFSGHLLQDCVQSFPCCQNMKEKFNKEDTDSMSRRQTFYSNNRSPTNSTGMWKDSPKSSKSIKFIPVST
# MEKK2 WT-MEK5 – raises or lowers MEK5 binding to wildtype human MEKK2 PB1 domain; bead flow cytometry, Alexa488-MEK5 binding to MEKK2 WT; actives lie on both sides; AID 1531; hit rate 1.1% among 290,000; binding response (% of control), % at 10 µM; Q9Y2U5; in the data active means binding response below about 67% or above about 130%
# PHOSPHO1 inh – inhibitors of human PHOSPHO1 phosphatase; Q8TCT1; recombinant PHOSPHO1, absorbance phosphatase assay; inhibition, % at 13.3 µM; hit rate 1.1% among 290,000; AID 1565; in the data active means inhibition above about 60%
# Target sequence (Q8TCT1 whole entry, looked up): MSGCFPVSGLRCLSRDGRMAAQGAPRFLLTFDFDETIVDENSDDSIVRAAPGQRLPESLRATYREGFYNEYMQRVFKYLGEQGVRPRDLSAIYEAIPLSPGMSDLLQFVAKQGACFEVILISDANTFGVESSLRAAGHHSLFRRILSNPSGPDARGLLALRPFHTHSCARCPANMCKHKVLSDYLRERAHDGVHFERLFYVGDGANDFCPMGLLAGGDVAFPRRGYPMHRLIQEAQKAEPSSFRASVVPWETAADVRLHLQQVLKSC
# MEKK3 PB1 HTS – raises or lowers MEK5 binding to the human MEKK3 PB1 domain; Q99759; bead-based flow cytometry, Alexa488-MEK5 binding to MEKK3; actives lie on both sides; 0 = blocked by unlabeled MEK5, 100 = vehicle; hit rate 1.4% among 290,000; binding response (% of control), % at 10 µM;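 active means binding response more than 3 SD above or below the average of its plate-row segment, actives on both sides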;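 further: Alexa488 bead fluorescence after subtracting the streptavidin-only scavenger bead signal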
# NALP1 inh – inhibitors of NALP1 inflammasome in yeast. S. cerevisiae NALP1/ASC/caspase-1 growth, X-gal OD620, 72 h. inhibition, % at 10 µM. hit rate 0.61% among 280,000. AID 2071; in the data active means inhibition mostly above about 24%, no sharp cut-off; inactive means mostly below about 32%; further: some compounds called inactive have numbers as strong as hits
# OXTR agonist – activates the human oxytocin receptor; hit rate 0.32% among 320,000; P30559; activation, % at 3 µM; CHO-OTR cells, Fluo-8 calcium fluorescence; normalized: DMSO 0%, oxytocin 100%;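 active means activation above the mean of all tested compounds plus 3 SD, cutoff set per screening run, cut at about 20% in these data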;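 further: peak over basal fluorescence ratio from a 100 s FLIPR kinetic read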
# The depositor's hits bear a star; · = not tested or not shown.
SMILES,GPR7 antagonist,GalR3 antagonist,MEKK2mut PB1 HTS,V1aR counter,MEKK2 WT-MEK5,PHOSPHO1 inh,MEKK3 PB1 HTS,NALP1 inh,OXTR agonist
COc1ccc(CNC(=O)c2ccc(CN3CCOCC3)cc2)cc1,9,-3,-1,0.9,97,37,98,-8,0.2
CNC(=O)C1CC(=O)N(c2ccc(F)c(Cl)c2)C1 (configuration not stated),-13,-3,-1,0.4,96,-9,100,6,0.7
CC(C)[C@H](NC(=O)c1ccccc1)C(=O)OCC(=O)/C=C1/N(C)c2ccccc2C1(C)C,13,-8,0,3.8,101,-4,113,34,-1.7
C[C@H](NC(=O)C1CCC(CNC(=O)[C@@H]2CCCN2C(=O)OC(C)(C)C)CC1)C(=O)O (some centres not stated),-15,-9,-1,·,95,-3,90,7,·
CC(=O)Nc1ccc(SC[C@H](Cc2ccccc2)N2CCN(CC(C)C)CCC2=O)cc1,·,3,0,-0.9,73,9,82,2,0.2
CCC1SC(=Nc2cccc(C)c2)NC1=O (configuration not stated),21,-5,0,-0.9,102,19,103,2,-1.5
CCS(=O)(=O)c1ncc(Cl)c(C(=O)Nc2ccc(S(=O)(=O)N3CCC(C)CC3)cc2)n1,58*,-10,1,0.1,99,10,99,8,-2.9
O=C(CSc1nccn1Cc1ccco1)Nc1ccccc1C(F)(F)F,-15,-4,5,-1.1,104,34,100,-1,0.1
Cc1nnc(SCC(=O)NC2CCCC2)n1C(C)C,0,-1,3,1.0,106,-1,95,12,-0.3
OC(CNCc1ccc(Cl)cc1)C(F)(F)F (configuration not stated),-18,-2,5,0.8,106,-16,104,-3,0.7
Cc1ccc(NC(=O)COC(=O)C2CC(=O)N(Cc3ccccc3)C2)cc1S(=O)(=O)N(C)C (configuration not stated),-15,-4,1,0.3,109,48,112,24,-0.3
COCC(=O)NC(C)c1nc2ccccc2[nH]1 (configuration not stated),-10,-3,-3,0.5,94,11,91,22,1.2
Cc1cc(C(=O)CC#N)c(C)n1-c1ccc(OC(F)F)cc1,9,1,6,1.6,102,6,102,-36,1.4
O=C(/C=C/c1ccc(-c2ccccc2[N+](=O)[O-])o1)c1ccco1,5,-6,-1,0.7,98,-4,99,5,-2.2
O=C(O)c1cc(C(=O)C2CCCCC2)c[nH]1,4,-6,-5,-0.7,99,40,104,6,1.8
CCn1c(CSCc2ccccc2)n[nH]c1=S,-1,-4,1,1.9,100,-84,104,-17,0.4
O=C(NCc1ccco1)C1CCN(C(=O)c2ccc([N+](=O)[O-])cc2)CC1,-15,-2,5,0.1,106,29,99,1,1.8
CCN(CC)c1nc(N)c(C#N)c(CC#N)c1C#N,·,-3,2,1.4,104,·,100,·,-1.1
CCNc1nc(Cl)nc(NC2CCCCC2)n1,-22,-10,2,-0.2,102,-1,105,-3,-2.0
O=C(Nc1cccc(-c2nnc(-c3ccco3)o2)c1)c1ccccc1,-4,-1,2,-0.6,108,42,109,3,-1.4
Cc1oc2cc(Br)c(O)c(Br)c2c1C(=O)c1ccccc1,-16,-10,8,·,102,18,100,6,·
O=C(CCN1C(=O)S/C(=C/c2ccc(F)cc2)C1=O)Nc1ccc(O)c(C(=O)O)c1,-9,-6,1,-1.2,103,12,99,6,-0.3
COc1ccccc1N1C(=O)S/C(=C\c2ccc(C)s2)C1=O,1,-5,6,7.6,101,18,103,6,4.8
O=[N+]([O-])CC(=Nc1ccc(Cl)cc1)N/N=C\c1oc(O)c2ccccc12,0,-2,·,-0.1,·,15,·,10,-1.0
Cc1cc(C)cc(OCC(=O)Nc2ccc3c(c2)OCCO3)c1,7,-3,8,0.7,111,6,107,-5,-1.4
CCOc1cccc(N(C(=O)CCC(=O)Nc2cc(C)on2)C(C(=O)NC(C)(C)C)c2ccc(OC)cc2)c1 (configuration not stated),-10,-11,-6,-0.1,97,0,102,8,-0.7
CCOc1ccc(N2C(=O)CC(N3CCc4ccccc43)C2=O)cc1 (configuration not stated),-6,-4,1,-0.6,99,11,101,6,-0.8
Cc1nn(Cc2ccccc2)c(Cl)c1C(=O)OC(C)C#N (configuration not stated),-14,3,-3,-1.2,96,17,99,15,-2.4
CCS(=O)(=O)N1CCN(c2ncnc3sc(C)c(C)c23)CC1,-7,-8,1,0.2,105,-11,99,7,0.5
COc1ccc(-n2cc(-c3ccc(Br)cc3)[nH]c2=S)cc1,4,-3,-12,-0.5,84,-60,89,15,-0.6
CC(C)NC(=O)NC(=O)COc1ncnc2sccc12,9,-4,-6,0.3,90,35,95,32,0.7
O=C1C(Cl)=C(NCCCN2CCOCC2)C(=O)N1CCc1ccccc1,-4,-2,·,1.9,·,12,·,-14,2.3
O=S(=O)(c1ccc(F)cc1)N1CCN(c2nc(-c3ccc(F)cc3)cs2)CC1,5,-3,-6,-0.8,91,-11,100,14,-1.2
COc1ccc(-n2c(-c3ccc(Br)cc3)n[nH]c2=S)cc1,-2,2,0,-0.5,105,-18,104,2,-0.9
CCOc1cccc(C(=O)NC(=S)Nc2cccnc2)c1,5,3,1,0.5,101,-7,96,17,-0.8
Cc1ccc(C)c(NC(=O)CSc2nc(N)c(NC(=O)c3cccs3)c(=O)[nH]2)c1,-12,·,7,·,103,-1,110,15,·
O=C(NCc1ccccc1Cl)c1ccc(Br)o1,3,0,1,-0.3,101,25,104,-9,-1.0
CCn1cc([N+](=O)[O-])c(C(=O)Nc2nc(-c3ccc(C)cc3)c(C)s2)n1,-2,·,·,0.1,·,28,·,7,0.5
CCOC(=O)C1=C(CN2CCN(C(=O)c3ccco3)CC2)NC(=O)NC1c1ccc(OC(C)C)cc1 (configuration not stated),-2,2,-1,-1.4,96,38,96,18,-1.0
C=CCN(C(=O)c1csnn1)C(C(=O)NCc1ccccc1)c1ccccc1F (configuration not stated),-6,-9,4,-0.4,104,35,100,-11,-1.1
O=C(O)CCc1ccc(-c2ccccc2)n1CC1CCCO1 (configuration not stated),-10,-3,4,-0.7,105,50,104,·,-1.0
O=C(CSc1nncs1)NC(=O)NCc1ccco1,-3,-4,-3,-0.2,89,25,93,3,0.4
O=C(O)C1(Cc2nc3ccccc3[nH]2)CCCC1,-3,-5,0,0.5,103,-4,101,-5,0.7
CCN(CC(=O)NCc1cccs1)c1ccc(S(=O)(=O)N2CCOCC2)cn1,-9,-4,1,0.6,108,29,104,7,1.5
COc1ccc(C2/C(=C(\O)c3ccc4c(c3)OCCO4)C(=O)C(=O)N2Cc2cccnc2)cc1OC (configuration not stated),-4,-8,-1,-0.6,101,33,102,-2,-1.0

# A second format for part of the listing above:
smiles	GPR7 antagonist	GalR3 antagonist	MEKK2mut PB1 HTS	V1aR counter	MEKK2 WT-MEK5	PHOSPHO1 inh	MEKK3 PB1 HTS	NALP1 inh	OXTR agonist
O=C1C(Cl)=C(NCCCN2CCOCC2)C(=O)N1CCc1ccccc1	-4	-2	·	1.9	·	12	·	-14	2.3
O=S(=O)(c1ccc(F)cc1)N1CCN(c2nc(-c3ccc(F)cc3)cs2)CC1	5	-3	-6	-0.8	91	-11	100	14	-1.2
COc1ccc(-n2c(-c3ccc(Br)cc3)n[nH]c2=S)cc1	-2	2	0	-0.5	105	-18	104	2	-0.9
CCOc1cccc(C(=O)NC(=S)Nc2cccnc2)c1	5	3	1	0.5	101	-7	96	17	-0.8
Cc1ccc(C)c(NC(=O)CSc2nc(N)c(NC(=O)c3cccs3)c(=O)[nH]2)c1	-12	·	7	·	103	-1	110	15	·
O=C(NCc1ccccc1Cl)c1ccc(Br)o1	3	0	1	-0.3	101	25	104	-9	-1.0
CCn1cc([N+](=O)[O-])c(C(=O)Nc2nc(-c3ccc(C)cc3)c(C)s2)n1	-2	·	·	0.1	·	28	·	7	0.5
CCOC(=O)C1=C(CN2CCN(C(=O)c3ccco3)CC2)NC(=O)NC1c1ccc(OC(C)C)cc1 (configuration not stated)	-2	2	-1	-1.4	96	38	96	18	-1.0
C=CCN(C(=O)c1csnn1)C(C(=O)NCc1ccccc1)c1ccccc1F (configuration not stated)	-6	-9	4	-0.4	104	35	100	-11	-1.1
O=C(O)CCc1ccc(-c2ccccc2)n1CC1CCCO1 (configuration not stated)	-10	-3	4	-0.7	105	50	104	·	-1.0
O=C(CSc1nncs1)NC(=O)NCc1ccco1	-3	-4	-3	-0.2	89	25	93	3	0.4
O=C(O)C1(Cc2nc3ccccc3[nH]2)CCCC1	-3	-5	0	0.5	103	-4	101	-5	0.7
CCN(CC(=O)NCc1cccs1)c1ccc(S(=O)(=O)N2CCOCC2)cn1	-9	-4	1	0.6	108	29	104	7	1.5
COc1ccc(C2/C(=C(\O)c3ccc4c(c3)OCCO4)C(=O)C(=O)N2Cc2cccnc2)cc1OC (configuration not stated)	-4	-8	-1	-0.6	101	33	102	-2	-1.0

# The list continues:
SMILES,GPR7 antagonist,GalR3 antagonist,MEKK2mut PB1 HTS,V1aR counter,MEKK2 WT-MEK5,PHOSPHO1 inh,MEKK3 PB1 HTS,NALP1 inh,OXTR agonist
Cc1ccc(-n2c(C)nc3c(cnn3-c3ccc(C)c(C)c3)c2=O)cc1C,1,-1,-8,-0.4,94,-2,97,3,-0.4
O=C(CN(C(=O)Cn1nnc(-c2ccccc2F)n1)c1cnc2ccccc2c1)NCC1CCCO1 (configuration not stated),-3,-4,-11,-0.4,89,38,90,8,0.2
COc1cccc(CNC(=O)CCS(=O)(=O)c2ccc3c(c2)NC(=O)CS3)c1,-9,5,2,-0.4,103,33,102,19,0.0
Cc1ccc(CNC(=O)Cn2nnc3ccccc3c2=O)cc1,-13,-1,-2,-0.6,105,-14,105,17,-0.6
Cc1ccc(C)c(NC(=O)Cn2nc(C(F)(F)F)cc2C2CC2)c1,-4,-4,3,-0.6,95,-33,99,-15,-1.7
CCn1c(=S)sc2c(=O)n(CC(=O)Nc3cccc(Cl)c3)c(C)nc21,2,5,2,7.2,104,2,101,-2,1.5
Fc1ccc(NC(=S)N/N=C/c2ccc(F)c(F)c2)cc1,-10,5,-2,-1.8,103,-2,103,-5,-1.9
COc1ccccc1CNC(=O)c1cccc(NC(=O)c2ccccc2)c1,-18,-4,6,1.5,104,32,104,-3,0.2
C[C@@H]1C[C@@H]2O[C@H]2/C=C\C=C\C(=O)Cc2c(Cl)c(O)cc(O)c2C(=O)O1,-18,-2,2,0.4,98,36,102,3,1.9
O=C1Nc2ccc(Cl)cc2C12Nc1ccccc1-c1nnc(SCc3ccccc3F)nc1O2 (configuration not stated),2,-10,-4,0.3,90,1,94,12,0.4
Cc1ccc(-c2nnc(N3CCN(C(=O)c4ccco4)CC3)c3ccccc23)cc1,-10,6,1,-1.5,102,-42,100,-4,-1.8
CCc1cc2ccc(OC)cc2nc1SCC(=O)NNC(=O)c1ccco1,-12,-6,9,-0.7,104,44,106,-10,-0.6
O=C(Nc1cccc(Cl)c1)N1CCN(Cc2ccccc2)CC1,0,-1,2,0.1,105,18,101,44,1.1
Cc1[nH]c2ccccc2c1/C=N/NC(=O)c1cccc(F)c1,-7,-3,-7,-0.8,94,41,99,7,0.2
O=C(CCn1c(=S)[nH]c2ccccc2c1=O)Nc1cccc(Cl)c1,-11,-1,6,-0.1,105,33,105,10,-1.0
CCOC(=O)C1CCN(C(=O)Cn2nc(C)c3c(C)n(-c4ccccc4)nc3c2=O)CC1,-2,-9,-1,0.3,101,15,102,18,-0.4

# Rows were taken by chance; about 5.4% have a hit in one of these screens.
